FLuc modulator: firefly luciferase modulation, counter-screen for miR-21 project | purified FLuc, Km substrates, luminescence inhibition | Potency, µM (highest dose often 57.5 µM), for the others: at the highest dose activity change, negative = inhibition, most hits filed as inhibitors | actives 6.9% (n = 360,000) | AID 588342;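 note: potency is the fitted concentration of half-maximal effect; plate controls were vehicle for no effect and reference inhibitor for full effect; nearly all actives have a fitted effect of over 55% in size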
Target sequence (P08659 whole entry, looked up): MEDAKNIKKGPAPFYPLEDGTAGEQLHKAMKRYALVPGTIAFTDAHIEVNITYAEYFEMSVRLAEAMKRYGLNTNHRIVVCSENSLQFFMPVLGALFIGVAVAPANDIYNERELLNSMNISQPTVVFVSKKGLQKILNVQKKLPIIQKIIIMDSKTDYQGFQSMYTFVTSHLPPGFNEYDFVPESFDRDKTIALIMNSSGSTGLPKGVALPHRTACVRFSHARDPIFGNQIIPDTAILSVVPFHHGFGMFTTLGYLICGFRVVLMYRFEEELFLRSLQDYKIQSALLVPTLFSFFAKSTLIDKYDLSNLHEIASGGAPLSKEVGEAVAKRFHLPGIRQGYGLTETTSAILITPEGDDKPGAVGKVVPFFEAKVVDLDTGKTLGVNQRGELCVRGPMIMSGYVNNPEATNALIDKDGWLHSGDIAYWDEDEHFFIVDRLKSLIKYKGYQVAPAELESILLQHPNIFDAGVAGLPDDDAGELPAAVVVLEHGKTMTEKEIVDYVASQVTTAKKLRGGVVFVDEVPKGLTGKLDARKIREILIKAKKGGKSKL
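Biochemical qHTS of compounds, final roughly 60 µM downward over six points, against 10 nM purified firefly luciferase using Km concentrations of substrates (10 uM D-luciferin, 10 uM ATP) in Tris acetate pH 7.5 buffer; luminescence output.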
Rab9 prom act: activates the Rab9 promoter; Huh7 Rab9 promoter-luciferase reporter, luminescence, 24 h; Potency, µM (highest dose often 9.22 µM), without a hit: at the top dose activation, negative = inhibition, actives largely listed as activators; actives 2.8% (n = 320,000); note: potency is the fitted concentration of half-maximal effect; % of control where 0% means no effect; nearly all actives have a fitted effect of over 60% in size
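Huh7 reporter line, Rab9 promoter upstream of luciferase. Compound exposure 24 h at 37 °C in reduced-serum medium with 10% FBS. Read-out: luminescence.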
KCNH2 3.1 block: blocks the human KCNH2 3.1 channel isoform | AID 720553 | U2OS KCNH2 3.1, thallium flux FluxOr; stronger effect = lower value | activity change, % (tested at about 1.8 µM) | actives 0.95% (n = 340,000);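 active = maximum activity change below -70%; inconclusive = maximum activity change from -70% to -50%; inactive = maximum activity change above -50%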;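 note: thallium influx rate constant from kinetic fluorescence after stimulation buffer; % is set by controls: 0 for no effect and ±100 for the full control effect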
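Kinetic fluorescence (2 min after stimulation buffer) measures Tl+ influx through KCNH2 3.1 expressed by viral transduction in U2OS cells; the rate constant is normalized against DMSO controls serving as positive and negative references.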
NPC1 prom act: NPC1 promoter activation. actives 2.4% (n = 320,000). Potency, µM (series often up to 9.22 µM), without a hit: top-dose activation, actives largely listed as activators. Huh7 NPC1 promoter luciferase reporter, 24 h;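 note: potency is the fitted concentration of half-maximal effect; % of control where 0% means no effect; nearly all actives have a fitted effect of over 60% in size; reporter is driven by a mutant NPC1 promoter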
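Cells: Huh7 expressing luciferase under the NPC1 promoter, 1500/well. Seeded 2 h, compound added, incubated 24 h at 37 °C. Luciferase reagent, 10 min ambient, then luminescence.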
Tb PFK block: T. brucei PFK enzyme inhibition; actives 0.17% (n = 330,000); AID 485367; T. brucei PFK, ADP-Glo luminescence; Potency, µM (series often up to 57.5 µM), without a hit: top-dose activity, negative = inhibition, hits mostly inhibitors;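 note: potency is the fitted concentration of half-maximal effect; 0% = uninhibited 1x PFK enzyme wells and -100% = no-enzyme wells; nearly all actives have a fitted effect of over 60% in size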
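Compounds were pin-transferred as a titration series up to 57 uM into substrate buffer (0.5 mM F6P, 0.1 mM ATP, pH 8.0), then 1.25 nM PFK was added and reactions ran 45 min before ADP-Glo detection.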
Giardia kill: kills Giardia lamblia; Giardia lamblia trophozoite viability; activity change, % at 7.66 µM, hits read low; actives 0.15% (n = 340,000); AID 540267; in the data active = activity change below about -80%; inconclusive = between about -30% and that limit;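 note: parasites exposed to compound for two days anaerobically before the ATP read; % is set by controls: 0 for no effect and ±100 for the full control effect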
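Luminescence from cellular ATP indicates surviving trophozoites (100 cells/well) following 48 hrs anaerobic compound treatment at 37 deg C; signal develops 15-30 min at room temperature.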
uPA surface inh: blocks generation of uPA at the cell surface; cell surface uPA generation assay, qHTS; Potency, µM (doses to about 38.3 µM), for inactives: at the top dose activity change, negative = inhibition, most hits filed as inhibitors; actives 0.31% (n = 330,000); AID 540303; active = well fitted inhibition curve with a large enough effect; inconclusive = small, poorly fitted or top-dose-only effect; inactive = no such curve, though single readings can be large or run the other way; tested in mouse RAW 264.7 cells; note: potency is the fitted concentration of half-maximal effect; % is set by controls: 0 for no effect and ±100 for the full control effect; nearly all actives have a fitted effect of over 55% in size
ELG1 genotox: genotoxicity induction in ELG1-luciferase HEK293T cells; HEK293T ELG1-luciferase reporter, luminescence, 16 h; Potency, µM (doses to about 46 µM), for inactives: at the highest dose activity change, positive = activation, actives largely listed as activators; actives 1.3% (n = 330,000); note: potency is the fitted concentration of half-maximal effect; % of control where 0% means no effect; nearly all actives have a fitted effect of over 60% in size
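Reporter readout depends on ELG1 protein level, which increases with genetic stress. After 16 hr compound exposure at 37 °C, luciferase activity was quantified using ONE-Glo.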
FBPA coupling cs: coupling enzyme interference in Giardia aldolase counter-screen. coupling enzyme system counterscreen, AmpLite Red fluorescence. AID 2472. activity change, negative = inhibition, % at 58.2 µM, hits read low. actives 0.67% (n = 290,000); in the data active = activity change below about -30%; note: % is set by controls: 0 for no effect and ±100 for the full control effect
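First, compound is pin-transferred into glyceraldehyde-3-phosphate coupling-enzyme reagent at 57.5 uM final and held 10 min at RT. Next, substrate, coupling system and AmpLite Red are added. After 20 min RT, fluorescence (525/598 nm) is read.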
Gal4-VP16 FLuc: Gal4-VP16 reporter inhibition counter-screen | Drosophila S2 Gal4-VP16 UAS-luciferase, luminescence, 20 h | Potency, µM (series often up to 53.6 µM), inactives show at the top dose activity, negative = inhibition, actives largely listed as inhibitors | actives 3.5% (n = 310,000) | AID 2546;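 note: Gal4-VP16 expression switched on by copper sulfate through the metallothionein promoter; potency is the fitted concentration of half-maximal effect; % is set by controls: 0 for no effect and ±100 for the full control effect; nearly all actives have a fitted effect of over 50% in size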
RORg inh: ROR gamma (mouse) transcription inhibition. actives 5.4% (n = 310,000). Drosophila S2 Gal4-RORgamma UAS-luciferase reporter, 20 h. P51450. Potency, µM (series often up to 53.6 µM), inactives show at the highest dose activity change, negative = inhibition, most hits filed as inhibitors; note: potency is the fitted concentration of half-maximal effect; % is set by controls: 0 for no effect and ±100 for the full control effect; nearly all actives have a fitted effect of over 60% in size
Target sequence (P51450 whole entry, looked up, the tested form may be a part): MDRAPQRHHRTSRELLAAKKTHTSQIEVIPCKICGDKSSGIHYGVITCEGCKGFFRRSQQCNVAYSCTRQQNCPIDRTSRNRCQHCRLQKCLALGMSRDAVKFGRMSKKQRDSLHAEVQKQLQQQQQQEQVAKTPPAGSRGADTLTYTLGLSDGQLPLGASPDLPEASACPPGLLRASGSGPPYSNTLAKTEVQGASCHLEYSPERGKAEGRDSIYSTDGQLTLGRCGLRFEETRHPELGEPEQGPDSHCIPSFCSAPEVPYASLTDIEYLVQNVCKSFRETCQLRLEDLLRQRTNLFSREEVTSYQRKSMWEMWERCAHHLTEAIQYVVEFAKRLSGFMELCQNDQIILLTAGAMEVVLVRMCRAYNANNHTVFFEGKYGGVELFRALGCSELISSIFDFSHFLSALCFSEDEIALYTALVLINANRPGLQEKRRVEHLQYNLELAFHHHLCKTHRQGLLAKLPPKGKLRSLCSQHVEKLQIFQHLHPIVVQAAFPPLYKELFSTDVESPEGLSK
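Stably transfected Drosophila Schneider cells are the test system, with ROR gamma fused to Gal4 and luciferase under UAS control; luminescence is read after 20 hr of 700 uM copper sulfate induction at ambient temperature.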
The depositor's hits bear a star; ? = inconclusive; · = not tested or not shown; [ ] = another dose, or the depositor's remark. Unless noted, calls come from the whole dose curve; as a rule, active = well fitted curve in the direction sought with a large enough effect; inconclusive = small, poorly fitted or top-dose-only effect, or another doubt; inactive = no such curve, though single readings can be large; an effect the other way counts as inactive or inconclusive.

The first 2 entries, ahead of the listing:
SMILES,FLuc modulator,Rab9 prom act,KCNH2 3.1 block,NPC1 prom act,Tb PFK block,Giardia kill,uPA surface inh,ELG1 genotox,FBPA coupling cs,Gal4-VP16 FLuc,RORg inh
COc1cccc(/C=N/n2cnc3ccccc32)c1OC,4.8µM*,2.2µM*,4,2.5µM*,-5%,8,2%,2.6µM*,-1,?,-38%
COc1ccccc1C(=O)NC1CCN(C(=O)Nc2ccc(C)cc2)CC1,0%,-2%,26,2%,0%,-12,-4%,-11%,0,-14%,-1%

All compounds of this part, previewed entries included:
SMILES,FLuc modulator,Rab9 prom act,KCNH2 3.1 block,NPC1 prom act,Tb PFK block,Giardia kill,uPA surface inh,ELG1 genotox,FBPA coupling cs,Gal4-VP16 FLuc,RORg inh
COc1cccc(/C=N/n2cnc3ccccc32)c1OC,4.8µM*,2.2µM*,4,2.5µM*,-5%,8,2%,2.6µM*,-1,?,-38%
COc1ccccc1C(=O)NC1CCN(C(=O)Nc2ccc(C)cc2)CC1,0%,-2%,26,2%,0%,-12,-4%,-11%,0,-14%,-1%
CC[N+]1(CC(O)COC2CC(C)CC(C)(C)C2)CCOCC1 (stereo not given),0%,-2%,-19,-1%,-7%,3,4%,-1%,1,-1%,-3%
CCCN1C(=O)C(O)(CC(=O)c2ccc3c(c2)OCCO3)c2ccccc21 (stereo not given),1%,-2%,-9,0%,-3%,-14,-9%,1%,-1,4%,35%
COc1cccc(N2CCN(c3ccc(N4C(=O)CCC4=O)cc3[N+](=O)[O-])CC2)c1,-8%,-1%,9,-2%,-3%,1,4%,-1%,0,?,-5%
Cc1noc(C)c1C(=O)OC(C(=O)NC1CCCC1)c1ccc(F)cc1 (stereo not given),0%,-1%,-15,-5%,-4%,19,·,0%,-2,-4%,17%
CCOC(=O)C1=C(O)/C(=C\c2cccs2)N=C1C,-17%,-7%,-14,1%,-3%,-4,1%,4%,2,19%,12%
CCOc1ccc(C2/C(=C(\O)c3ccc4c(c3)OCCO4)C(=O)C(=O)N2CCN2CCOCC2)cc1OCC (stereo not given),0%,-11%,8,-2%,1%,-8,-6%,6%,·,-1%,-13%
CC(=O)C(C)Oc1ccc2c3c(c(=O)oc2c1)CCCC3 (stereo not given),15µM*,24%,1,22%,3%,2,-3%,?,-1,3%,26%
O=C(Nc1ccccc1)c1ccc2snnc2c1,-19%,-5%,-14,1%,1%,-20,-3%,5%,0,?,?
CC12CCC(C(=O)N(c3cccc(Cl)c3)C1=O)C2(C)C (stereo not given),4%,-8%,-3,0%,-3%,-8,0%,0%,0,-7%,1%
Cc1nnc(NC(=O)CSc2ncn(-c3ccccc3)n2)s1,-2%,-1%,-6,-3%,1%,-1,-4%,6%,1,11%,-12%
CCOC(=O)c1ccc(S(=O)(=O)N2CCN(C)CC2)cc1,-4%,-1%,4,2%,-2%[0.46 µM],9,-9%,0%,4,0%,-5%
COc1ccc(N2C(=O)c3ccc(C(=O)Nc4ccccc4O)cc3C2=O)cc1,-1%,10%,1,-1%,2%,2,1%,-21%,3,-17%,19%
CCN1CCN(c2nc(-c3ccc(F)cc3)cc(=O)[nH]2)CC1,-1%,0%,5,1%,2%,0,-2%,2%,-2,-5%,-7%
CS(=O)(=O)c1ccc(Cl)c(C(=O)NCC2CCCCC2)c1,0%,0%,-12,-6%,6%,-11,-4%,-1%,-1,9%,-20%
Cc1cccc(NC(=O)c2c(C)cc(=O)oc2C)n1,1%,-4%,10,-2%,0%,22,0%,1%,0,1%,7%
COc1ccc(Cl)cc1NS(=O)(=O)c1cccc(C(=O)NCC(c2ccco2)N2CCCC2)c1 (stereo not given),5%,-1%,8,1%,-9%,13,2%,0%,·,·,·
COc1ccc(-n2c(C)cc(C(=O)Cn3nnc4ccccc4c3=O)c2C)cc1,12µM*,?,-6,23%,2%,16,?,-2%,-5,?,16%
O=C(NCC(=O)N(CC1CCCO1)C(C(=O)NC1CCCCC1)c1ccccc1)c1ccco1 (stereo not given),5%,-13%,8,1%,2%,-13,1%,0%,2,22%,2%
Cc1ccc(NC(=O)C2=C(O)c3sccc3N(C)S2(=O)=O)cc1,8.5µM*,19%,4,6%,7%,-2,-2%,5%,13,-8%,29%
CSc1nc(Sc2cccc(Cl)c2)c2ccccc2n1,-7%,-3%,-19,1%,-1%,-5,0%,0%,2,-3%,-18%
CCC1=NN(C(=O)CCc2ccc3c(c2)OCO3)C(O)(C(F)(F)F)C1 (stereo not given),4%,1%,3,-8%,0%,4,3%,-1%,-1,3%,11µM*
CC1CCC(NC(=O)Cn2cnc3sccc3c2=O)CC1 (stereo not given),7%,11%,-3,0%,0%,-17,-4%,5%,·,·,·
O=C(Nc1ccccc1C(=O)NCc1ccccc1)c1ccccc1Br,-8%,-2%,-5,-1%,-1%,-2,1%,-3%,-3,-8%,?
CCOCCCNC(=S)Nc1ccc(Br)cc1Cl,-11%,3%,16,1%,0%,-6,-2%,-1%,1,?,?
Cc1cc(=O)oc2cc(OCc3ccc(C(=O)OCC(=O)Nc4ccc(N(C)C)cc4)cc3)ccc12,-14%,15%,25,11%,0%,3,2%,12%,3,-8%[10 µM],13%
Cc1cc(OC(C)C(=O)NCCc2c[nH]c3ccccc23)c2c(C)cc(=O)oc2c1 (stereo not given),3%,-3%,-12,2%,-1%,4,-6%,-6%,2,-3%,9%
COc1ccccc1NC(=O)C/C(C)=N/NC(=O)C12CC3CC(CC(C3)C1)C2,-4%,2%,13,-7%,2%,6,1%,0%,0,?,?
Nc1nc(-c2cccs2)c(-c2cccs2)s1,-2%,-2%,3,-4%,-2%,51[activator],-3%,3%,1,6%,-8%

Nothing new here: 4 of the compounds above.
SMILES,FLuc modulator,Rab9 prom act,KCNH2 3.1 block,NPC1 prom act,Tb PFK block,Giardia kill,uPA surface inh,ELG1 genotox,FBPA coupling cs,Gal4-VP16 FLuc,RORg inh
COc1cccc(/C=N/n2cnc3ccccc32)c1OC,4.8µM*,2.2µM*,4,2.5µM*,-5%,8,2%,2.6µM*,-1,?,-38%
COc1ccccc1C(=O)NC1CCN(C(=O)Nc2ccc(C)cc2)CC1,0%,-2%,26,2%,0%,-12,-4%,-11%,0,-14%,-1%
CC[N+]1(CC(O)COC2CC(C)CC(C)(C)C2)CCOCC1 (stereo not given),0%,-2%,-19,-1%,-7%,3,4%,-1%,1,-1%,-3%
CCCN1C(=O)C(O)(CC(=O)c2ccc3c(c2)OCCO3)c2ccccc21 (stereo not given),1%,-2%,-9,0%,-3%,-14,-9%,1%,-1,4%,35%

Next records.
SMILES,FLuc modulator,Rab9 prom act,KCNH2 3.1 block,NPC1 prom act,Tb PFK block,Giardia kill,uPA surface inh,ELG1 genotox,FBPA coupling cs,Gal4-VP16 FLuc,RORg inh
CCN(CC)C(=O)[C@H]1CC(CC(=O)NCc2ccc(OC)c(OC)c2)C(=O)N2CCc3c([nH]c4ccc(OC)cc34)[C@]12C (stereo not given in full),·,·,-3,·,-1%,8,-19%,0%,·,·,·
CC(=O)Nc1ccc(/C(C)=N/Nc2nc(N3CCOCC3)nc(N3CCOCC3)n2)cc1,0%,8%,-2,6%,-2%,9,-4%,-3%,1,-18%,3%
OCC1CCCCN1CC(O)COC(c1ccc(F)cc1)c1ccc(F)cc1 (stereo not given),0%,-6%,-18,-1%,-12%,?,7%,-3%,-1,3%,3%
CCOC(=O)N1CCN(C(=O)c2ccc(S(=O)(=O)NCc3ccco3)cc2)CC1,-1%,-1%,3,-1%,-3%,-14,-2%,-2%,1,-2%,-3%
COC(=O)c1ccc(-c2noc(CN(C)CCC3CCCCO3)n2)cc1 (stereo not given),?,-20%,19,-24%,?,0,-1%,17%,-55*,5.6µM*,5.6µM*
Cc1ccc(C(=O)OCC(=O)NCc2cccs2)cc1,?,-4%,9,-5%,-3%,29,4%,1%,6,-3%,44%
COc1ccc(S(=O)(=O)NC2CCSc3ccccc32)cc1NC(C)=O (stereo not given),-7%,3%,-2,1%,1%,-11,-2%,1%,-9,4%,0%

An excerpt from above in order of the Tb PFK block value, high to low:
Structure | Rab9 prom act | Tb PFK block | uPA surface inh | RORg inh
CCN(CC)C(=O)[C@H]1CC(CC(=O)NCc2ccc(OC)c(OC)c2)C(=O)N2CCc3c([nH]c4ccc(OC)cc34)[C@]12C (stereo not given in full) | · | -1% | -19% | ·
CCOC(=O)N1CCN(C(=O)c2ccc(S(=O)(=O)NCc3ccco3)cc2)CC1 | -1% | -3% | -2% | -3%
OCC1CCCCN1CC(O)COC(c1ccc(F)cc1)c1ccc(F)cc1 (stereo not given) | -6% | -12% | 7% | 3%
